HTR5A ag: HTR5A agonists in luminescence cell assay, primary screen, counter-screen for OPRM1-OPRD1 heterodimer agonist project, full-deck HTS. 5-hydroxytryptamine receptor 5A (Homo sapiens), P47898. cell-based. activation, % at 9.3 µM. hit rate 0.61% among 340,000. AID 504692, 2011; in the data active means activation mostly above about 9.5%, no sharp cut-off; inactive means mostly below about 7.6%;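 further: 0% = cells with vehicle only and 100% = reference agonist; strong numbers were not always called active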
Target sequence (P47898 whole entry, looked up): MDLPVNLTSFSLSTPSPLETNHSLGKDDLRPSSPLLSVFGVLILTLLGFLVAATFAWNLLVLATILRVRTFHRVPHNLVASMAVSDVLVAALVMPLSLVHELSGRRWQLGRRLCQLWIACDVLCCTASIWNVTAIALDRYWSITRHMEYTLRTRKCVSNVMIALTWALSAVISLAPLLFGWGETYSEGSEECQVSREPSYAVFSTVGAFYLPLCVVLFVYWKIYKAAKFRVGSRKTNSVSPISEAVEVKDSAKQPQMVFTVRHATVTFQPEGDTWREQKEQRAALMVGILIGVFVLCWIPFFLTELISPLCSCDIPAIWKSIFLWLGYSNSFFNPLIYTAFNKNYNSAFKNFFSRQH
DAGLB inhibitor: DAGLB lipase inhibitors, primary screen, biochemical, fluorescence, HTS; Diacylglycerol lipase-beta (Homo sapiens), Q8NCG7; HEK293T DAGLB membrane lysate, EnzChek fluorogenic substrate; inhibition, % at 5.17 µM; hit rate 0.059% among 340,000; AID 504411, 2011; in the data active means inhibition above about 34%;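 further: 0% = enzyme with vehicle and 100% = wells lacking enzyme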
AddAB inh: growth inhibition of E. coli expressing H. pylori AddAB, primary screen, AddAB inhibitor project, absorbance; inhibition, % at 11.9 µM; hit rate 0.29% among 330,000; AID 435030, 2010; in the data active means inhibition above about 12%;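 further: 0% = vehicle wells of infected cells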
Ecoli viability: E. coli V3065 growth inhibition, primary screen, counter-screen for AddAB inhibitor project, absorbance, OD600 | 18 h | inhibition, % at 11.9 µM | hit rate 0.27% among 330,000 | AID 449728, 2010;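 active means inhibition above the campaign's mean inhibition across all tested compounds plus 3 SD, cut at about 9.9% in these data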;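 further: uninfected addAB+ strain grown without phage in ampicillin broth; 0% = DMSO wells and 100% = ciprofloxacin 0.95 µg/ml wells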
SUMO Mot1 rescue: yeast Mot1-301 growth rescue at high temperature, primary screen, SUMOylation pathway inhibitor project, S. cerevisiae, ATP luminescence, 38.5C | hit rate 1% among 320,000 | S. cerevisiae Mot1-301 growth rescue; percent above DMSO median, 100 means doubled | growth rescue, % at 18.8 µM;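 active means every valid replicate shows activation above 250% relative to neutral control wells; inactive means the rest, any valid replicate at or below 250%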;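 further: OY570 slx delta 5 strain wells were the positive control but not used for scaling; some compounds called inactive have numbers as strong as hits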
Tat export inh: E. coli Tat export inhibitors, primary screen, MC4100, TorA-mCherry reporter, fluorescence, single point | hit rate 0.036% among 340,000 | inhibition, % at 10 µM | AID 488895, 2010;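 active means mean replicate inhibition at least 50% and at least half of replicates individually reaching 50%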;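 further: exported cargo escapes ClpAP degradation while cytoplasmic cargo is degraded and loses fluorescence; 0% = median of neutral control wells and 100% = median of NaSCN control wells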
PKA-R2B activ: activators of PKA-R2B holoenzyme, primary screen, biochemical, fluorescence polarization, Cy5-IP20, human. PKA-R2B holoenzyme dissociation; R2B truncated from residue 108, S112A mutant; 0% DMSO only, 100% 113 µM cGMP. activation, % at 11.4 µM. AID 504700, 2011. cAMP-dependent protein kinase catalytic subunit beta (Homo sapiens) + cAMP-dependent …. hit rate 0.079% among 340,000;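 active means activation above a cutoff set at the mean over all compounds plus 3 SD, cut at about 18% in these data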;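 further: higher means more holoenzyme dissociation and a rise in polarization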
phage Ecoli inh: growth loss of phage-infected E. coli, primary screen, RecBCD inhibitor project, absorbance, with phage, HTS | inhibition, % at 11.9 µM | hit rate 0.26% among 360,000; in the data active means inhibition above about 11%
PKA-R1A activ: activators of PKA-R1A holoenzyme, primary screen, biochemical, fluorescence polarization, Cy5-IP20, bovine R1A, mouse PKAc | hit rate 0.083% among 340,000 | AID 504707, 2011 | cAMP-dependent protein kinase type I-alpha regulatory subunit (Bos taurus) + … | activation, % at 11.4 µM | PKA-R1A dissociation; scaled: DMSO 0%, 113 µM cGMP 100%;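 active means percent activation above the mean of all tested compounds plus 3 SD, cut at about 19% in these data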;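 further: higher means more PKAc released from R1A so a rise in polarization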
HTR5A inv ctr: HTR5A inverse agonists in luminescence cell assay, primary screen, counter-screen for OPRM1-OPRD1 heterodimer inverse agonist project, full-deck HTS | inhibition, % at 9.3 µM | hit rate 0.083% among 340,000 | 5-hydroxytryptamine receptor 5A (Homo sapiens), P47898 | HTR5A cell line, inverse agonism | AID 504634, 2011; in the data active means inhibition mostly above about 23%, no sharp cut-off; inactive means mostly below about 18%;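 further: 0% = cells with DMSO and 100% = no-cell wells with DMSO; some compounds called inactive have numbers as strong as hits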
CDK5 inh: inhibitors of human CDK5/p35 kinase, primary screen, biochemical, single concentration; Cyclin-dependent kinase 5 (Homo sapiens) + Cyclin-dependent kinase 5 activator 1 (Homo …; Recombinant CDK5/p35, ADP-Glo luminescence, 60 min; inhibition, % at 10 µM; hit rate 0.01% among 330,000; AID 488839, 2010;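 active means highest replicate inhibition of at least 50% and at least 75% of replicates reaching 50%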;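 further: plate controls were DMSO neutral control for no effect and GW8510 at 10 µM for full effect; many of its hits are not listed in these tables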
Target sequence (Q00535 whole entry, looked up): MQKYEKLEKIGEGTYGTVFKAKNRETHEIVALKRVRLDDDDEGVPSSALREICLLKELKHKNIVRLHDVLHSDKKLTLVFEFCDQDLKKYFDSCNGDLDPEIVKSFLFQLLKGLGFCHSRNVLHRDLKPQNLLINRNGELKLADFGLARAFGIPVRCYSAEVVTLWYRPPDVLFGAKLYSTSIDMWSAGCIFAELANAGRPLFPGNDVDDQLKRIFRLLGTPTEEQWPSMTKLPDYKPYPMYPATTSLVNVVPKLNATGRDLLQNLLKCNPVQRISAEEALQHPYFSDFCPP
Target sequence (Q15078 whole entry, looked up): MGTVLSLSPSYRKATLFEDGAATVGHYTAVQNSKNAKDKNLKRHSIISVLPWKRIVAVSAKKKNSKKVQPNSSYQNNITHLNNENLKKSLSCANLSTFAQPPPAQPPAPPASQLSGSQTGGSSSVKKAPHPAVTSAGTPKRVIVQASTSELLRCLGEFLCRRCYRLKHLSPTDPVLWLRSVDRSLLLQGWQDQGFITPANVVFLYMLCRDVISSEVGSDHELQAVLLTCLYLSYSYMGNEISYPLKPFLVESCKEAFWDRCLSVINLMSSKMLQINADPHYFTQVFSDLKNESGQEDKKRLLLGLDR
* hit, by the source's call; x = no result given.

smiles,HTR5A ag,DAGLB inhibitor,AddAB inh,Ecoli viability,SUMO Mot1 rescue,Tat export inh,PKA-R2B activ,phage Ecoli inh,PKA-R1A activ,HTR5A inv ctr,CDK5 inh
COc1ccccc1C1=NNC(=Nc2cccc(S(=O)(=O)N(C)C)c2)SC1,4,-22,-1.4,0.7,-2,-1,2,1.5,-10,-2,0.4
Cc1cc(C)c2nc(NC(=O)c3ccc4c(=O)n5c(nc4c3)CCCCC5)sc2c1,-3,-2,6.7,-0.8,7,-4,-5,3.1,-20,8,-5.8
CCC(=O)N1CCC2(CC1)Oc1ccc(Cl)cc1C(=O)C21CC(c2ccccc2)=NO1 (stereo unspecified),-2,2,1.3,-1.0,-10,-1,-10,1.1,3,-18,1.8
NC(=O)NCc1ccc(F)cc1,0,0,2.5,3.2,6,-5,2,3.4,8,0,-1.1
O=c1c2[nH]c3ccccc3c2nc2n1CCS2,-2,0,-0.1,-0.5,-11,-9,-7,0.5,1,6,-1.4
CC1(OC(=O)c2ccco2)C(=O)C=C2C=C(C3CC3)OC=C2C1=O (stereo unspecified),-2,3,1.3,0.9,-31,-1,10,2.2,3,-29,0.5
O=C(Nc1ccc(OCc2ccccc2Cl)cc1)c1cccnc1,2,-4,-0.5,-0.3,13,0,3,2.0,-3,-8,-1.6
O=C(CSc1ccc2nc(-c3ccccc3)cn2n1)NCC1CCCO1 (stereo unspecified),4,-1,3.2,2.1,-4,4,-10,3.0,-5,-26,1.1
COc1ccc(NC(=O)Nc2nnc(-c3ccco3)s2)cc1,4,-5,-0.1,-0.5,15,-5,8,3.2,0,-11,0.5
CC(=O)OCC(=O)C1=CCC2C3CCC4=CC(=O)C=CC4(C)C3(F)C(OC(C)=O)CC12C (stereo unspecified),-2,-3,-1.7,0.2,-12,4,-2,0.7,5,6,-3.3
Cc1cc(C)c(S(=O)(=O)N2CCCOC2CNC(=O)C(=O)NCc2ccco2)c(C)c1 (stereo unspecified),-4,-2,1.8,-1.6,-23,-5,3,1.0,0,9,-1.6
c1nc(SSc2ncnc3nc[nH]c23)c2[nH]cnc2n1,-1,-2,x,x,x,-20,-2,24*,5,3,8.6
Cc1cccn2c(CN[C@H]3CCCCNC3=O)c(C(=O)N3CCOCC3)nc12,-1,-1,4.1,-0.1,-4,-7,-5,-1.1,1,9,0.0
COc1cccc(NC(=O)COC(=O)C2CCN(S(=O)(=O)c3cccs3)CC2)c1,2,-4,5.6,1.1,-11,-9,5,3.4,8,-6,-0.4
Cc1noc(C)c1CSc1nnc(C)c(=O)[nH]1,3,1,0.6,0.2,-13,-7,11,3.2,1,-21,-2.4
Cc1ccc(C(=O)c2c3ccc(C(F)(F)F)cc3nn2CCC(N)=O)cc1,0,-7,-0.5,-1.7,-4,2,-11,0.3,3,-20,-0.9
CCOC(=O)c1ccc(S(=O)(=O)NC2CCCCCCC2)n1C,7,-10,2.9,-1.2,-13,11,-3,3.6,6,-18,0.8
c1ccc(CN2CN=C(Nc3nc4ccccc4s3)NC2)cc1,1,-3,3.7,1.3,62,-7,13,2.3,-6,2,-1.3
CC(=O)N/C(=N/c1nc(C)cc(C)n1)Nc1ccc(C)cc1Cl,4,-3,x,x,x,18,-11,0.6,-4,-16,0.6
CCC(C)(C)NC(=O)c1ccc2c(c1)N(CC(=O)OC)C(=O)C(C)(C)O2,-1,0,4.4,0.4,-12,-5,-8,4.4,3,3,-0.6
CCOC(=O)C(O)(NC(=O)c1cccnc1)C(F)(F)F (stereo unspecified),-3,1,4.5,1.8,-5,-4,3,2.4,-4,-9,-3.5
Cc1ccc(C(=O)OC(C)C(=O)NC2CCCCC2C)cc1S(=O)(=O)N1CCOCC1 (stereo unspecified),-3,2,0.1,1.9,-21,-1,-8,3.1,5,16,3.1
CC1(C)Oc2ccc3ccc(=O)oc3c2C(N2CCCCC2)C1O (stereo unspecified),6,2,-1.1,-1.5,0,-4,-1,-1.3,-4,-1,0.1
COC1=C(Nc2ccc(OC)cc2)C(=O)c2ccccc2C1=O,0,14,2.4,1.6,256,0,-10,3.4,-20,-1,-3.6
O=C(NC1(C(F)(F)F)Oc2ccccc2O1)N1CCCC1,0,-2,-0.9,-1.9,-3,-1,-4,3.3,-1,1,-0.1
O=[N+]([O-])c1ccc(N2CCCC2)cc1NC(c1ccccc1)c1ccccc1,-1,0,1.8,-3.1,0,-8,-17,0.9,-10,-3,-1.4
Cc1cccc(C(=O)NCc2nnc(SCC(=O)NC(C)c3ccccc3)n2C)c1 (stereo unspecified),6,0,1.7,-0.6,443,-2,0,2.8,2,-17,-2.5
COc1ccccc1OCC(=O)Nc1nnc(-c2ccco2)s1,-2,2,x,x,x,-3,5,1.2,3,7,-0.6
O=[N+]([O-])c1cc(Br)c(O)c(C=Nc2ccc(N3CCOCC3)cc2)c1,-2,11,0.4,-2.0,121,0,-67,4.0,-64,6,0.6
Cc1nnc(SCC(=O)Nc2sc3c(c2C(=O)c2ccccc2)CCCC3)s1,-1,-3,2.2,0.3,7,-4,-1,1.0,0,29,0.7
O=C(c1ccco1)N1CCN(S(=O)(=O)c2ccc([N+](=O)[O-])cc2)CC1,-3,1,-0.4,-2.9,22,10,-16,4.2,-5,22,-1.2
CCC(C(=O)Nc1ncc(C)s1)c1ccccc1 (stereo unspecified),2,0,-1.5,-1.5,32,-3,-4,4.7,-21,-10,-0.6
Cc1ccc(Nc2c(-c3ccc(N4CCOCC4)cc3)nc3ncccn23)c(C)c1,7,5,1.2,-2.3,5,13,-8,3.5,4,-20,-1.9
CN1CCCCCC1=Nc1ccccc1C#N,-3,-2,4.2,-0.6,-2,-17,1,1.1,-1,4,0.5
Cc1cc(NC(=O)c2ccc(S(=O)(=O)N3CCc4ccccc43)cc2)no1,-1,0,-0.3,-0.8,11,-4,-4,2.7,-8,2,-1.2
CC(C)(C)c1cc(C(=O)N/N=C/c2ccc(F)cc2)n(-c2ccccc2)n1,2,-3,0.7,1.5,14,3,-7,1.8,-7,14,2.9
COc1cc(CNCCN(C)C)c(Br)cc1OC1CCCC1,7,-3,-2.0,-7.6,-15,-1,5,-4.0,-7,-1,-0.8
Cc1ccc(S(=O)(=O)N2CCN(CC3CC4C=CC3C4)CC2)cc1 (stereo unspecified),2,-9,1.9,-0.8,39,-7,-5,1.4,-4,-1,-1.2
COc1ccc(NC(=O)CSc2ccc([N+](=O)[O-])cc2)cc1S(=O)(=O)N1CCOCC1,2,-1,-1.3,-1.2,x,-2,1,-0.5,0,-5,-7.3
COc1ccccc1C(C)NC(=O)c1ccccc1SCC(=O)N1CCCC1 (stereo unspecified),-5,3,1.9,0.3,-1,24,-10,4.6,-13,13,-6.0
Cc1cc(=O)[nH]c(CN2CCC(c3ccccc3)CC2)n1,x,x,2.0,1.9,-3,-4,x,1.2,x,x,0.1
O=C(NCC1CCCO1)c1ccc(COc2ccccc2)cc1 (stereo unspecified),-2,-1,0.4,-1.9,40,-2,-2,4.0,11,6,-1.3
COc1ccc(/C=C/C(=O)C2C(=O)C=C(C)OC2=O)cc1O (stereo unspecified),0,1,1.8,-1.9,-4,7,-7,2.9,-23,1,3.9
CCn1ncc(Br)c1C(=O)Nc1cccc(F)c1,0,-1,3.5,0.5,9,-2,-2,-2.5,5,1,-1.2
COc1ccc(NC(=O)COC(=O)c2c3c(nc4ccccc24)CCCC3)cc1Cl,-1,-21,1.1,-0.6,336,5,8,2.6,3,-14,-0.6
CC(C)C(C(=O)NC(C)(C)C)N(CCN1CCOCC1)C(=O)CNS(=O)(=O)c1ccccc1 (stereo unspecified),5,-2,1.3,-3.3,-11,-7,4,1.4,-2,-21,0.4
COc1ccc(C2C(C#N)=C(N)N(N(C)C)C3=C2C(=O)CC(C)(C)C3)cc1OC (stereo unspecified),-5,1,-0.7,0.3,-23,3,-3,0.2,6,18,0.2
CCOC(=O)N1CCN(Cc2nc3cc(NC(=O)c4cccs4)ccc3n2C)CC1,3,2,2.7,0.2,-7,5,-1,1.6,0,11,-1.1
CCOC(=O)c1c(C)[nH]c(C(=O)COC(=O)CNC(=O)c2ccc(Cl)cc2)c1C,3,-3,6.1,-0.5,10,17,-8,4.5,4,-9,-1.0
COc1ccc(C(=S)N2CCOCC2)cc1OC(=O)c1cc([N+](=O)[O-])c(C)c([N+](=O)[O-])c1,4,-2,1.0,0.5,16,0,-16,0.2,-1,-7,-1.6

As entered above:
PKA-R2B activ result of Cc1cc(NC(=O)c2ccc(S(=O)(=O)N3CCc4ccccc43)cc2)no1 → -4
Tat export inh result of Cc1ccc(Nc2c(-c3ccc(N4CCOCC4)cc3)nc3ncccn23)c(C)c1 → 13

The results go on:
smiles,HTR5A ag,DAGLB inhibitor,AddAB inh,Ecoli viability,SUMO Mot1 rescue,Tat export inh,PKA-R2B activ,phage Ecoli inh,PKA-R1A activ,HTR5A inv ctr,CDK5 inh
Cc1ccc(OCc2ccccc2Br)c([N+](=O)[O-])n1,-4,-5,4.2,-1.1,-11,7,-2,-0.4,4,12,-1.4
CCc1ccccc1N(C(=O)c1ccco1)C(C(=O)NC1CCCC1)c1cccnc1 (stereo unspecified),1,-2,5.2,-0.1,129,-5,1,2.0,0,-7,-0.2
COc1cccc(NC(=O)CSc2nc3c(c(=O)n2C)SC(C)C3)c1 (stereo unspecified),-2,-3,0.4,3.3,-19,-2,3,0.7,-6,6,0.9
CCN(CC(O)COCc1ccc(Cl)cc1)C1CCCCC1 (stereo unspecified),0,-1,1.1,-1.9,477,-4,2,4.7,-3,32,-0.8
C=CCNC(=O)c1csc(-c2ccccc2)n1,2,0,0.5,-0.7,-10,-13,6,3.7,0,-6,0.9
Cc1cc(C)c(S(=O)(=O)NCc2ccc3c(c2)OCO3)c(C)c1,0,-4,x,x,10,1,-4,2.5,-1,25,0.3
